# From PubChem BioAssay
# TrxR1 substrate: substrates of rat thioredoxin reductase 1. O89049. purified TrxR1 substrate turnover, NADPH consumption readout. Potency, µM (titrated, usually from 114 µM), inactives show top-dose activity change, negative = substrate turnover. hit rate 0.01% among 390,000; further: potency means the concentration at half of the fitted maximal effect; on the % scale 0 is the no-effect control and ±100 the full control effect; nearly all actives have a fitted effect of over 50% in size
# Target sequence (O89049 whole entry, looked up): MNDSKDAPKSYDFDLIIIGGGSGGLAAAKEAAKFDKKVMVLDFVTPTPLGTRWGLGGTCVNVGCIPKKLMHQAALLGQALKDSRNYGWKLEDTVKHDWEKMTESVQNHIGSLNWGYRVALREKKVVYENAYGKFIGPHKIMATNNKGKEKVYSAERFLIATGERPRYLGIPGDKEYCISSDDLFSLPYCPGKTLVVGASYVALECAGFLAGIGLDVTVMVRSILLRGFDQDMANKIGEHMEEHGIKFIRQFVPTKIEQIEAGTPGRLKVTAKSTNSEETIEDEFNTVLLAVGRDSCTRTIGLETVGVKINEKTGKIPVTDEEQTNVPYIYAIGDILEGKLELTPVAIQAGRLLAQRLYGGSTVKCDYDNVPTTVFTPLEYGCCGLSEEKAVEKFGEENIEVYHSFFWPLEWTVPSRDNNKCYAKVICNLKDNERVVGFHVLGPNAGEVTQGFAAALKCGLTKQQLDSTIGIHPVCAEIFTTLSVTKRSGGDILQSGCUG
#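 Rat TrxR1, dispensed at 90 nM, was prereduced with 400 uM NADPH (final) for 5 min at ~22 deg C, then incubated with compound 15 min before 400 uM selenite. A first-read NADPH fluorescence drop versus no-compound background flagged substrates.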
# Pin1 inhibitor: human Pin1 inhibition. hit rate 0.009% among 390,000. Potency, µM (series often up to 115 µM), for inactives: at the highest dose activity, negative = inhibition, usual class: inhibitors. Pin1 FP peptide displacement, HiFluor488, 10 min. AID 504891. Q13526; active means well fitted inhibition curve with a large enough effect in the polarisation, with a control signal flat, not every such curve was filed as active; inconclusive means small, poorly fitted or top-dose-only effect, or effect the other way, or a change in a side signal; inactive means no such curve, though single readings can be large or run the other way; the % refers to the polarisation; further: potency means the concentration at half of the fitted maximal effect; on the % scale 0 is the no-effect control and ±100 the full control effect
# Target sequence (Q13526 whole entry, looked up): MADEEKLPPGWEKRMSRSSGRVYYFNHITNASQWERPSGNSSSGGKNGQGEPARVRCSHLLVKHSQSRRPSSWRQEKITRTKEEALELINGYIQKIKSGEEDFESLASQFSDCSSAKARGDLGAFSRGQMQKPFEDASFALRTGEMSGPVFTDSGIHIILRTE
# D2 antag: antagonizes the human D2 dopamine receptor; HEK293 TREx D2 cells, calcium flux, dopamine EC80; inhibition, % at 10 µM; P14416; hit rate 2% among 340,000; in the data active means inhibition above about 30%; further: 0% is about no effect
#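 Tetracycline-induced HEK293 TREx cells expressing D2 receptor forced-coupled to calcium signalling, loaded with no-wash calcium dye. Compounds added and calcium flux read 180 s, then dopamine added at EC80 and read a further 180 s.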
# TRHR agonist: agonists of human TRH receptor; P34981; hit rate 0.18% among 360,000; AID 493084; TRHR cells, calcium flux fluo-8, FDSS agonist mode; activation, % at 2 µM; in the data active means activation above about 30%; further: 0% is about no effect
# Target sequence (P34981 whole entry, looked up): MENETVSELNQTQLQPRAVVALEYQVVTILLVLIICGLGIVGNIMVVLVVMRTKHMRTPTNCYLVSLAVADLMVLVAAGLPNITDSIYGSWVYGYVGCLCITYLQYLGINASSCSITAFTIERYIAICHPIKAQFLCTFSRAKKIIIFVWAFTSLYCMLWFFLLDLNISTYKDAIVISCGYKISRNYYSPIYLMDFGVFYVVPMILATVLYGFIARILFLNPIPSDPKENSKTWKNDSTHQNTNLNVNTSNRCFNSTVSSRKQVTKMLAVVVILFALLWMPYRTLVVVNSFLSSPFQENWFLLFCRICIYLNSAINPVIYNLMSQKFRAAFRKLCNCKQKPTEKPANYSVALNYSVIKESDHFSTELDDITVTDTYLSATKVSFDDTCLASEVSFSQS
#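 TRHR-expressing cells loaded with fluo-8 calcium dye; 23 nL library compound pin-transferred, kinetic FDSS fluorescence (Ex 480/Em 530) recorded about 180 s for agonist-induced calcium release, before a 10 nM TRH EC20 addition for potentiator mode.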
# mIDH1 inhibitor: inhibitors of human mutant IDH1 R132H; O75874; IDH1-R132H enzyme, NADPH consumption, diaphorase/resazurin fluorescence; Potency, µM (titrated, usually from 76.6 µM), for inactives: at the highest dose activity change, negative = inhibition, usual class: inhibitors; hit rate 0.093% among 390,000; further: potency means the concentration at half of the fitted maximal effect; on the % scale 0 is the no-effect control and ±100 the full control effect; nearly all actives have a fitted effect of over 65% in size
#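 IDH1-R132H (0.5 ug/mL) preincubated 30 min with compound, then NADPH (0.016 mM) and alpha-KG (2 mM) added; 80 min at RT, pH 7.5. Remaining NADPH coupled via diaphorase/resazurin to fluorescence (540/590 nm); concentration-response curves normalized to no-enzyme control.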
# USP1 inh: USP1/UAF1 (human) deubiquitinase inhibition; recombinant USP1/UAF1, Ub-Rhodamine cleavage fluorescence; AID 743255; Potency, µM (series often up to 57.1 µM), for inactives: at the highest dose activity change, negative = inhibition, actives largely listed as inhibitors; O94782; hit rate 0.23% among 390,000; further: potency means the concentration at half of the fitted maximal effect; on the % scale 0 is the no-effect control and ±100 the full control effect; nearly all actives have a fitted effect of over 60% in size; inactives centre near -12
#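 USP1/UAF1 complex at 1 nM was preincubated with compound for 15 min at room temperature, then Ub-Rho substrate (150nM final) was added. Fluorescence (480/540 nm) was read kinetically, 6 reads every 60 seconds.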
# TRHR enhancer: allosterically enhances the human TRH receptor. P34981. AID 493056. hit rate 0.66% among 360,000. enhancement, % at 2 µM. TRHR cells, fluo-8 calcium fluorescence, EC20 TRH enhancement; in the data active means enhancement above about 30%; further: 0% is about no effect
#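 TRHR-expressing cells loaded with fluo-8 calcium dye were read kinetically (ex 480/em 530) during compound addition, then stimulated with an EC20 of TRH (10 nM final). Enhancement of the Gq-mediated intracellular calcium response was scored.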
# TrxR1 inh: blocks rat thioredoxin reductase 1 | O89049 | recombinant rTrxR1, NADPH fluorescence consumption, selenite substrate | Potency, µM (doses to about 114 µM), inactives show at the highest dose activity change, negative = inhibition, usual class: inhibitors | hit rate 1% among 390,000; further: potency means the concentration at half of the fitted maximal effect; on the % scale 0 is the no-effect control and ±100 the full control effect; nearly all actives have a fitted effect of over 65% in size
#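 Rat TrxR1 (90 nM in the dispensed reagent) was pre-reduced with 400 uM NADPH for 5 min at room temperature, then incubated with compound for 15 min. After 400 uM selenite was added, NADPH fluorescence (Ex 340/Em 450 nm) was followed for 8 min.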
# D2 ag: D2 dopamine receptor (human) agonism. P14416. hit rate 0.53% among 340,000. activation, % at 2 µM. HEK293 T-REx D2 cells, calcium flux agonist mode;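 active means activation over 3 SD above normal in the single-dose calcium agonist read, cut at about 30% in these data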; further: 0% is about no effect
#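 Tetracycline-induced HEK293 T-REx cells with force-coupled D2 receptor, plated overnight at 30 C, loaded with no-wash calcium dye. After a 10 s baseline, compound was pin-added and calcium flux read kinetically for 180 s; calcium rises flagged agonists.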
# Numbers without * were called inactive; ? = inconclusive; · = no result given; [ ] = another dose, or the depositor's remark. Unless noted, the call rests on the fitted dose curve; in most records, active means well fitted inhibition curve with a large enough effect; inconclusive means small, poorly fitted or top-dose-only effect; inactive means no such curve, though single readings can be large or run the other way. Some of the compounds tested; rates above refer to the full screens.
# Sequence of screens – TrxR1 inh	D2 antag	mIDH1 inhibitor	D2 ag	TRHR enhancer	Pin1 inhibitor	USP1 inh	TRHR agonist	TrxR1 substrate
CC(C)(C)C(=O)Cn1ncc(N2CCCC2)c(Br)c1=O
→ 1%[57.1 µM]	18	1%	0.2	13	-9%	-23%	-0.9	-7%
COC(=O)c1sc(-c2ccc(C(C)(C)C)cc2)cc1NC(=O)CCC(=O)O
→ 1%	-2	-10%	-0.5	-2	-13%	-14%	-0.2	12%
O=C(Nc1c(-c2cccs2)nc2ccccn12)c1ccccc1F
→ 14%[57.1 µM]	7	-3%	0.2	27	-3%	-22%	0.6	11%[57.1 µM]
COc1cc(C(=O)N/N=C/c2ccc(OC(=O)c3ccccc3)c(OC)c2)ccc1O
→ 6%	7	3%	-0.5	1	9%	-3%	-0.3	-7%
COc1ccc(-n2ccnc(SCC(=O)NCc3ccccc3Cl)c2=O)cc1
→ 17%	-15	4%	-0.1	-1	-9%	-9%	-0.5	1%
COc1ccc(CNC(=O)COC(=O)CCS(=O)(=O)c2ccc(C)cc2)cc1OC
→ -6%	-11	11%	-0.2	-5	-5%	-9%	-0.6	-3%
CCOc1ccccc1NC(=O)C(NCC1(N2CCCCC2)CCCCC1)c1ccccc1 (configuration not stated)
→ -9%	20	2%	0.3	-6	-10%	-9%	-1.6	-13%
COc1ccc(S(=O)(=O)N2CCC(C(=O)N[C@H](C(=O)NCc3ccco3)C(C)C)CC2)cc1
→ -23%	-43	-1%	-0.8	7	3%	-4%	-0.8	-16%
COC(=O)c1cccc(CN2C(=O)SC(Nc3ccc(Br)cc3)C2=O)c1 (configuration not stated)
→ -4%	·	8%	0.4	-5	-6%	-6%	0.3	-2%
CCCCn1c(N)c(N(CCOC)C(=O)c2ccc3c(c2)C(=O)N(c2ccccc2Cl)C3=O)c(=O)[nH]c1=O
→ 17%	·	-1%	·	·	1%	-13%	·	0%
Cc1ccccc1C(=O)NC1CCS(=O)(=O)C1 (configuration not stated)
→ 8%	10	-1%	0.2	-1	-2%	-13%	-0.8	1%
CCN(CC(=O)Nc1sc2c(c1C#N)CCC(C)C2)CC(=O)NC1CCS(=O)(=O)C1 (configuration not stated)
→ -4%	-1	4%	4.3	13	2%	-17%	5.8	-8%
CCN1CCN(c2oc(-c3ccc(COc4ccc(C)cc4)o3)nc2C#N)CC1
→ 28%	·	0%	-1.6	-3	4%	-22%	0.7	15%
COc1cccc(Nc2sc(C(=O)c3ccc(F)cc3)c(N)c2C(=O)NCc2ccc(C)cc2)c1
→ 16%[57.1 µM]	·	-16%	1.2	7	10%	6%	0.4	6%[57.1 µM]
c1ccc(-c2ccc3c(c2)c2c4n3CCN=C4CCC2)cc1
→ -14%	3	3%	0.6	7	-2%	-5%	-0.1	-1%
COC(=O)c1c(C(=O)OC)c(-c2ccc(OC)cc2)n2c1CS(=O)C2 (configuration not stated)
→ 17%	6	-6%	1.0	5	4%	-3%	2.5	3%
O=C(NC(=S)N1CCN(c2ccc(C(F)(F)F)cc2[N+](=O)[O-])CC1)c1cccs1
→ -24%	11	6%	0.4	-1	-6%	-24%	-0.7	-9%
COCCNC(=O)[C@H](CSCc1ccccc1)N1Cc2ccccc2C1=O
→ 38%[activator]	-1	-8%	0.1	1	-3%	-10%	0.1	3%
CCN(CC)S(=O)(=O)c1ccc(S(=O)(=O)N(CC(=O)Nc2ccccc2)Cc2ccco2)cc1
→ ?	-11	1%	23	-1	18%	1%	1.4	-1%
Cc1cc(C(=O)Nc2c(C)nc3ccccn3c2=O)ccc1[N+](=O)[O-]
→ -18%[57.1 µM]	·	38%	0.9	13	?	-4%	0.5	-15%[57.1 µM]
NCCCCCC(=O)N/N=C/c1ccc2nccnc2c1
→ 5%[57.1 µM]	2	0%	0.4	-19	1%	-14%	-0.7	-12%
CCOC(=O)CNc1c(-c2ccc(OC)cc2)nc2ccc(Cl)cn12
→ 3%	-23	24%	-0.8	-2	-12%	-13%	-0.5	6%
CC(C)(C)C1CCc2c(sc3nc(SCC(N)=O)nc(N)c23)C1 (configuration not stated)
→ -2%	8	-8%	-0.2	18	?	-3%	0.4	-10%
COc1ccc(CCN2C(=O)CC(Cc3ccccc3)C2=O)cc1OC (configuration not stated)
→ 19%	6	3%	0.0	-6	-7%	-16%	-0.2	6%
COc1ccc(OCC(=O)N(C)Cc2ccccc2)cc1
→ -9%	5	8%	-2.0	0	-5%	-23%	0.3	-5%
CC1CN(CC(O)COC(c2ccccc2)c2ccccc2)CC(C)O1 (configuration not stated)
→ 13%	·	-1%	·	3	-10%	4%	-1.2	0%
CCNc1c(NS(=O)(=O)c2ccc(Cl)s2)c(=O)oc2ccccc12
→ 2%[57.1 µM]	8	-8%	-0.6	-7	2%	-11%	-0.2	3%[57.1 µM]
CC(C)[C@@H]1CN=C(N)N1C[C@@H]1CCCN1C[C@H](C)N1C[C@@H](Cc2ccccc2)N(CCc2ccc(Cl)c(Cl)c2)C1=N
→ 15%	·	-9%	·	·	1%	-2%	·	2%
O=C(CCN1CCC2CCC(C2)C1)c1ccccc1 (configuration not stated)
→ 0.71µM*	·	-11%	·	·	-2%	-4%	·	3%[11.4 µM]
O=C(Nc1ccc(F)cc1)c1ccc(S(=O)(=O)N2CCOCC2)o1
→ 12%[57.1 µM]	-4	0%	-0.6	9	-8%	-13%	0.3	0%[57.1 µM]

# Three entries out of the list above, ordered by their value in TrxR1 inh, low to high:
compound	TrxR1 inh	D2 antag	TRHR enhancer	Pin1 inhibitor	USP1 inh	TRHR agonist	TrxR1 substrate
COc1ccc(CNC(=O)COC(=O)CCS(=O)(=O)c2ccc(C)cc2)cc1OC	-6%	-11	-5	-5%	-9%	-0.6	-3%
COc1cc(C(=O)N/N=C/c2ccc(OC(=O)c3ccccc3)c(OC)c2)ccc1O	6%	7	1	9%	-3%	-0.3	-7%
COc1ccc(-n2ccnc(SCC(=O)NCc3ccccc3Cl)c2=O)cc1	17%	-15	-1	-9%	-9%	-0.5	1%

# Limited to TRHR agonist, TRHR enhancer and USP1 inh (4 entries from above):
smiles	TRHR agonist	TRHR enhancer	USP1 inh
CCN(CC)S(=O)(=O)c1ccc(S(=O)(=O)N(CC(=O)Nc2ccccc2)Cc2ccco2)cc1	1.4	-1	1%
Cc1cc(C(=O)Nc2c(C)nc3ccccn3c2=O)ccc1[N+](=O)[O-]	0.5	13	-4%
NCCCCCC(=O)N/N=C/c1ccc2nccnc2c1	-0.7	-19	-14%
CCOC(=O)CNc1c(-c2ccc(OC)cc2)nc2ccc(Cl)cn12	-0.5	-2	-13%

# Next part:
# Sequence of screens – TrxR1 inh	D2 antag	mIDH1 inhibitor	D2 ag	TRHR enhancer	Pin1 inhibitor	USP1 inh	TRHR agonist	TrxR1 substrate
O=C(Nc1ccccc1)c1ccc(S(=O)(=O)NCc2ccco2)cc1
→ 7%[57.1 µM]	-1	-2%	0.6	6	-1%	-10%	-0.1	5%[57.1 µM]
O=C(CSc1nnc(CNC(=O)c2ccco2)o1)Nc1ccccc1
→ 9%	1	0%	0.7	-3	-1%	-24%	0.0	1%
CCn1c(NCCCO)nc2c(c1=O)C(C)(CC)Cc1ccccc1-2 (configuration not stated)
→ 0%[57.1 µM]	-17	4%	-0.8	-4	6%	-15%	-1.7	65%[activator][57.1 µM]
CCCCOc1ccc(C(C)NC(=O)c2cccc(Nc3nc4ccccc4n4nnnc34)c2)cc1 (configuration not stated)
→ ?	·	-6%	0.6	1	-2%	10%	0.3	73%[activator]
CC(NC(=O)c1ccc(NC(=O)CC2SC(N3CCCC3)=NC2=O)cc1)c1ccc(F)cc1 (configuration not stated)
→ 15%	-10	2%	-1.6	1	-1%	-12%	-0.3	11%
NCCCC[C@@H]1NC(=O)c2cc([N+](=O)[O-])cc(I)c2SC[C@@H](C(N)=O)NC(=O)[C@H](Cc2ccc(O)cc2)NC1=O
→ 17%[57.1 µM]	18	-7%	0.9	-1	?	15%	-0.1	8%[57.1 µM]
COc1ccccc1N1CCN(C(=O)CSc2nnc(NC(=O)C(C)C)s2)CC1
→ 9%	4	10%	-0.5	3	4%	-26%	0.4	6%[57.1 µM]
COCCN(C(=O)COC(=O)CCSc1ccc(F)cc1)c1c(N)n(Cc2ccccc2)c(=O)[nH]c1=O
→ 0%	0	6%	-1.0	0	-4%	-13%	0.5	-7%
CCOc1ccccc1NC(=O)N1CCCC1C(=O)Nc1nnc(CC)s1 (configuration not stated)
→ 9%	-24	13%	0.2	1	0%	-5%	-1.3	-2%
Cc1cc(OCC(=O)OCC(=O)NC2CCCC2)ccc1Cl
→ -2%	29	-1%	-0.3	0	0%	-12%	-0.3	-4%

# Full records from above. Order of screens: TrxR1 inh, D2 antag, mIDH1 inhibitor, D2 ag, TRHR enhancer, Pin1 inhibitor, USP1 inh, TRHR agonist, TrxR1 substrate
# Cc1cc(OCC(=O)OCC(=O)NC2CCCC2)ccc1Cl across the screens: -2%, 29, -1%, -0.3, 0, 0%, -12%, -0.3, -4%
# CC(NC(=O)c1ccc(NC(=O)CC2SC(N3CCCC3)=NC2=O)cc1)c1ccc(F)cc1 (configuration not stated) across the screens: 15%, -10, 2%, -1.6, 1, -1%, -12%, -0.3, 11%

# Copied from the list:
# Under mIDH1 inhibitor, `CC(NC(=O)c1ccc(NC(=O)CC2SC(N3CCCC3)=NC2=O)cc1)c1ccc(F)cc1` (configuration not stated) is entered as 2%
# Under Pin1 inhibitor, `COC(=O)c1sc(-c2ccc(C(C)(C)C)cc2)cc1NC(=O)CCC(=O)O` is entered as -13%
# Under TrxR1 substrate, `CC(C)(C)C1CCc2c(sc3nc(SCC(N)=O)nc(N)c23)C1` (configuration not stated) is entered as -10%
# Under TrxR1 substrate, `CCOc1ccccc1NC(=O)C(NCC1(N2CCCCC2)CCCCC1)c1ccccc1` (configuration not stated) is entered as -13%
